High-throughput results: PubChem BioAssay, National Center for Advancing Translational Sciences (NCATS)
rTrxR1 inhibitor – inhibitors of rat thioredoxin reductase 1 | recombinant rTrxR1, NADPH fluorescence consumption, selenite substrate | O89049 | AID 588453 | Potency, µM (doses to about 114 µM), without a hit: at the top dose activity change, negative = inhibition, most hits filed as inhibitors | 390,000 tested, 1% active; further: potency means the concentration at half of the fitted maximal effect; on the % scale 0 is the no-effect control and ±100 the full control effect; nearly all actives have a fitted effect of over 65% in size
Target sequence (O89049 whole entry, looked up): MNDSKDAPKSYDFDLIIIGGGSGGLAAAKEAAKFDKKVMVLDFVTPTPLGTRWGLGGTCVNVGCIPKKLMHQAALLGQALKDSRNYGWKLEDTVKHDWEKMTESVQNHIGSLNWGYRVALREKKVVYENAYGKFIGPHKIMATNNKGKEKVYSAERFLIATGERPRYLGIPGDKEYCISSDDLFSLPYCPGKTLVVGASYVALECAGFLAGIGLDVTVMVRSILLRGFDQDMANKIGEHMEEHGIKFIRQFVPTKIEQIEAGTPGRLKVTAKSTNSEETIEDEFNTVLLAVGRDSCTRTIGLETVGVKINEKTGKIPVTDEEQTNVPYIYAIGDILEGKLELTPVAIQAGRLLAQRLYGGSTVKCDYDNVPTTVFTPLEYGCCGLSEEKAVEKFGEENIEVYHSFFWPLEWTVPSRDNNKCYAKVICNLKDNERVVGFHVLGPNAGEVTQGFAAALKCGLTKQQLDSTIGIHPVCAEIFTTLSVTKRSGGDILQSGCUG
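Rat TrxR1 (90 nM in the dispensed reagent) was pre-reduced with 400 uM NADPH for 5 min at room temperature, then incubated with compound for 15 min. After 400 uM selenite was added, NADPH fluorescence (Ex 340/Em 450 nm) was followed for 8 min.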
TrxR1 substrate – rat thioredoxin reductase 1 substrate activity | AID 588456 | O89049 | Potency, µM (doses to about 114 µM), without a hit: at the top dose activity change, negative = substrate turnover | purified TrxR1 substrate turnover, NADPH consumption readout | 390,000 tested, 0.01% active; further: potency means the concentration at half of the fitted maximal effect; on the % scale 0 is the no-effect control and ±100 the full control effect; nearly all actives have a fitted effect of over 50% in size
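Rat TrxR1, dispensed at 90 nM, was prereduced with 400 uM NADPH (final) for 5 min at ~22 deg C, then incubated with compound 15 min before 400 uM selenite. A first-read NADPH fluorescence drop versus no-compound background flagged substrates.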
TRHR ag – activates the human TRH receptor; activation, % at 2 µM; 360,000 tested, 0.18% active; P34981; TRHR cells, calcium flux fluo-8, FDSS agonist mode; in the data active means activation above about 30%; further: 0% is about no effect
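Fluo-8-loaded TRHR cells; 10 s baseline, compound added, kinetic Ca2+ fluorescence read 1/s, agonist mode.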
D2 ag – D2 dopamine receptor (human) agonism | P14416 | HEK293 T-REx D2 cells, calcium flux agonist mode | activation, % at 2 µM | 340,000 tested, 0.53% active | AID 485358;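 active means activation over 3 SD above normal in the single-dose calcium agonist read, cut at about 30% in these data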; further: 0% is about no effect
Target sequence (P14416 whole entry, looked up): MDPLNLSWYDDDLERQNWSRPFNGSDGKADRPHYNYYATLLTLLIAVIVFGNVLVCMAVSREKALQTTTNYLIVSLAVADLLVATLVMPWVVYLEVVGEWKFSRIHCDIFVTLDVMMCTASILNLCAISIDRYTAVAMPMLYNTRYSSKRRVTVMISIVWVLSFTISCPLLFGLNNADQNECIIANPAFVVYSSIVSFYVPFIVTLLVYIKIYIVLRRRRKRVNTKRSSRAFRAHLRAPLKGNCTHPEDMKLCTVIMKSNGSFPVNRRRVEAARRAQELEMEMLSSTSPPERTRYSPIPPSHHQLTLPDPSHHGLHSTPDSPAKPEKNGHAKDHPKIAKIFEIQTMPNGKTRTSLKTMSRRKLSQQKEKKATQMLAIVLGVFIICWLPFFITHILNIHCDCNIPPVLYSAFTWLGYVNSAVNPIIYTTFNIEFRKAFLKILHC
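Agonism is scored from calcium flux in a force-coupled, inducible HEK293 cell line expressing D2, read kinetically for 180 s after compound addition against dopamine controls.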
D2 antagonist – antagonizes the human D2 dopamine receptor; HEK293 TREx D2 cells, calcium flux, dopamine EC80; P14416; inhibition, % at 10 µM; 340,000 tested, 2% active; in the data active means inhibition above about 30%; further: 0% is about no effect
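Measurement of antagonist activity uses fluorescent calcium dye in inducible HEK293 T-REx D2 cells: 10 s baseline, compound addition with 180 s read, EC80 dopamine addition with a further 180 s read.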
USP1 inh – inhibitors of human USP1/UAF1 deubiquitinase | O94782 | recombinant USP1/UAF1, Ub-Rhodamine cleavage fluorescence | Potency, µM (highest dose often 57.1 µM), for inactives: at the top dose activity change, negative = inhibition, most hits filed as inhibitors | 390,000 tested, 0.23% active | AID 743255; further: potency means the concentration at half of the fitted maximal effect; on the % scale 0 is the no-effect control and ±100 the full control effect; nearly all actives have a fitted effect of over 60% in size; inactives centre near -12
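USP1/UAF1 complex at 1 nM was preincubated with compound for 15 min at room temperature, then Ub-Rho substrate (150nM final) was added. Fluorescence (480/540 nm) was read kinetically, 6 reads every 60 seconds.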
TRHR PAM – allosterically enhances the human TRH receptor | P34981 | TRHR cells, fluo-8 calcium fluorescence, EC20 TRH enhancement | enhancement, % at 2 µM | 360,000 tested, 0.66% active | AID 493056; in the data active means enhancement above about 30%; further: 0% is about no effect
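Enhancer read-out: after compound pinning and an initial kinetic agonist-mode read, an EC20 of TRH (10 nM final) was injected and fluo-8 calcium signal (Ex 480/Em 530) followed at 1 s/cycle for 100 cycles in TRHR-expressing cells.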
Pin1 inhibitor – human Pin1 inhibition; Q13526; Pin1 FP peptide displacement, HiFluor488, 10 min; Potency, µM (doses to about 115 µM), without a hit: at the highest dose activity, negative = inhibition, usual class: inhibitors; 390,000 tested, 0.009% active; AID 504891; active means well fitted inhibition curve with a large enough effect in the polarisation, with a control signal flat, not every such curve was filed as active; inconclusive means small, poorly fitted or top-dose-only effect, or effect the other way, or a change in a side signal; inactive means no such curve, though single readings can be large or run the other way; the % refers to the polarisation; further: potency means the concentration at half of the fitted maximal effect; on the % scale 0 is the no-effect control and ±100 the full control effect
Target sequence (Q13526 whole entry, looked up): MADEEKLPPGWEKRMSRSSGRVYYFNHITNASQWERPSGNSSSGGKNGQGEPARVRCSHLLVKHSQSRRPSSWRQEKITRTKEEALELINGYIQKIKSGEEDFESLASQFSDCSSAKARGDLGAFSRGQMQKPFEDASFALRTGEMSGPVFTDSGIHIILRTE
IDH1 R132H inh – blocks human mutant IDH1 R132H enzyme. O75874. AID 602179. 390,000 tested, 0.093% active. Potency, µM (titrated, usually from 76.6 µM), without a hit: top-dose activity change, negative = inhibition, usual class: inhibitors. IDH1-R132H enzyme, NADPH consumption, diaphorase/resazurin fluorescence; further: potency means the concentration at half of the fitted maximal effect; on the % scale 0 is the no-effect control and ±100 the full control effect; nearly all actives have a fitted effect of over 65% in size
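IDH1-R132H (0.5 ug/mL dispensed) in pH 7.5 Tris buffer was preincubated 30 min with compound, then given a substrate mix of 0.016 mM NADPH and 2 mM alpha-KG for 80 min at room temperature; remaining NADPH was read by diaphorase/resazurin fluorescence.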
* hit, by the source's call; ? = inconclusive; . = not tested or not shown; & = joins results of further samples; [ ] = dose if it differs, or a comment. Unless noted, the call rests on the fitted dose curve; in most records, active means well fitted inhibition curve with a large enough effect; inconclusive means small, poorly fitted or top-dose-only effect; inactive means no such curve, though single readings can be large or run the other way. An excerpt; count on the stated rates, not on these rows.

SMILES	rTrxR1 inhibitor	TrxR1 substrate	TRHR ag	D2 ag	D2 antagonist	USP1 inh	TRHR PAM	Pin1 inhibitor	IDH1 R132H inh
CCOc1ccc(C(C)=O)cc1CSc1nnc(N)s1	19%[57.1 µM]	6%[57.1 µM]	0.1	-0.6	-3	-9%	24	-2%	22%
O=C(Nc1ccc2c(c1)OCCO2)C1CCN(c2cnccn2)CC1	15%	4%	-0.3	-1.2	-21	-3%	0	-4%	10%
CCC(C)[C@H](NS(=O)(=O)c1ccc(C)cc1)C(=O)N1CCC(C(=O)N[C@@H](Cc2ccccc2)C(=O)O)CC1 (stereo partly drawn)	-14%	-4%	0.2	0.5	0	-27%	-1	1%	6%
CC1CCCN(C(=O)COc2ccc(-c3ccccc3)cc2)C1 (stereo not drawn)	20%	-1%	1.2	1.6	19	-16%	-4	1%	17%
COc1ccc(C(=O)Nc2ccc(S(=O)(=O)N3CCOCC3)cc2)cc1[N+](=O)[O-]	28%	-1%	0.6	0.6	-9	-25%	9	1%	12%
CCN1CCN(c2ccc(NC(=O)c3ccc4c(c3)[nH]c(=O)n4Cc3ccc(OC)cc3)cc2)CC1	-11%	-8%	0.3	0.2	-12	-15%	-1	0%	1%
CCSc1nnc([C@H](Cc2c[nH]c3ccccc23)NC(=O)OC(C)(C)C)o1	-8%	-13%	-0.3	1.0	8	-19%	-8	-7%	0%
Cc1cc(NC2C3CC4CC(C3)CC2C4)n2ncnc2n1 (stereo not drawn)	-1%	-7%	-0.3	0.0	12	-10%	1	2%	0%
Cc1ccc(C)c(N2CCN(C(=O)c3ccc(CS(=O)(=O)c4ccc(Br)cc4)o3)CC2)c1	36%[activator]	5%	-1.0	-0.1	.	?	-2	5%	12%
COc1ccc(-c2c(C#N)c(SCC(N)=O)nc3c2CCCC3)cc1	3%	10%[57.1 µM]	-0.2	0.5	10	-6%	-3	2%	-2%
Cc1oc2ncn(CC(C)C)c(=O)c2c1C(=O)N1CCN(c2ccc(F)cc2)CC1	10%	7%	-0.2	0.5	.	-22%	-10	-7%	0%
N#CCN1C(=O)C2CCCN2c2ccc(S(=O)(=O)N3CCOCC3)cc21 (stereo not drawn)	-12%	3%	1.1	0.5	2	-9%	-3	4%	0%
CC(C)Oc1ccc(C(CC(=O)O)NC(=O)C(Sc2ccccc2)c2ccccc2)cc1 (stereo not drawn)	0%[57.1 µM]	-2%[57.1 µM]	0.0	-0.9	2	6%	0	-11%	-4%
C/C(=N\NC(=O)CSc1nc2ccccc2s1)c1cccnc1	-6%[57.1 µM]	-1%[57.1 µM]	-0.7	0.0	4	4%	-1	3%	21%
CC1Cn2c(nnc2-c2cccc(N)c2)S1 (stereo not drawn)	-12%	16%	-0.2	0.6	5	-15%	-2	-13%	-21%
O=C1CCC(=O)N1CNc1cccnc1	1%	3%	0.9	0.4	3	7%	-3	-1%	-7%
O=C(OCc1csc(-c2ccccc2)n1)c1ccc(O)cc1	26%[57.1 µM]	2%[57.1 µM]	-0.1	-0.2	1	-14%	-2	6%	-7%
Cc1c(C=O)n(C)n(-c2ccccc2)c1=O	10%[57.1 µM]	-7%[57.1 µM]	1.3	0.8	-6	-19%	-4	6%	8%
COc1cc(OC)c(NC(=O)CN2C(=O)CCn3nc(-c4cccn4C)cc32)cc1Cl	7%[57.1 µM]	2%[57.1 µM]	0.3	0.0	.	-28%	-1	2%	-3%
COCCn1c(SCC(=O)Nc2ccc(Cl)cn2)nc2ccccc21	7%	5%	-1.1	0.3	-15	-5%	-7	5%	5%
O=C(CCc1ccccc1)NCCc1csc(-c2cccc(F)c2)n1	7%[57.1 µM]	-3%[57.1 µM]	-0.6	-1.4	.	-34%	-3	-3%	9%
O=c1c2ccccc2ncn1-c1ccc(Cl)cc1	12%[57.1 µM]	-22%[57.1 µM]	-0.2&-0.9	0.3&-0.3	-12&-7	-10%&-5%	1&2	-8%&7%	4%&2%
COc1cccc(CNC(=O)C2CCN(S(=O)(=O)c3c(C)noc3/C=C/c3cccs3)CC2)c1	18%	2%	0.7	1.0	.	-11%	-1	?	-20%
Cc1cccc(-n2c(=O)cc(N3CCN(c4ccc(F)cc4)CC3)[nH]c2=O)c1	?	9%	0.4	0.3	-5	-14%	-4	-2%	8%
CC(=O)c1ccc(N2CCN(CC(=O)Nc3ccccc3N3CCOCC3)CC2)cc1	20%[57.1 µM]	-13%[57.1 µM]	-0.3	-0.2	0	-20%	-10	7%	0%
O=C(COc1cccc(-n2cnnn2)c1)NC1CCCCC1	16%	0%	-0.3	-0.3	-1	-12%	-9	3%	-3%
O=C(NNc1ccccc1)c1ccc(Cl)c(Cl)c1	-6%[11.4 µM]	8%[57.1 µM]	.	.	.	-3%	.	-4%	4%
COc1ccc2c(CNCCc3cccs3)c(C(=O)O)n(Cc3ccccc3)c2c1	6%	8%	0.2	-0.5	.	-24%	2	12%	12%
COCCn1c(SCC(=O)NNC(=O)c2ccccc2)nc2ccccc2c1=O	10%	1%	0.1	0.2	-17	1%	1	8%	5%
Cc1cc(-c2nnc(SCC(=O)Nc3ccc(C(F)(F)F)cc3)n2C)no1	25%	1%	-0.1	-0.1	-6	-23%	-5	-4%	0%
CCOc1ccc(C(=O)NCC(c2ccco2)S(=O)(=O)c2ccc(C)cc2)cc1 (stereo not drawn)	-11%[57.1 µM]	-6%[57.1 µM]	-0.4	2.3	.	-33%	-4	2%	-13%
COc1ccc([N+](=O)[O-])c(OC)c1C(=O)NC(=O)Nc1c(F)cc(F)cc1F	10%[57.1 µM]	0%[57.1 µM]	-1.9	-0.3	-11	-7%	3	-8%	6%
COc1ccc(CNC(=O)C(C)n2nc(C)n3c(cc4occc43)c2=O)cc1 (stereo not drawn)	23%	7%	-0.9	-1.8	3	-13%	-6	-9%	0%
CC(NC(=O)C(=O)N1CCOCC1)C(c1cccs1)N1CCN(c2ccccc2)CC1 (stereo not drawn)	10%	0%	0.3	44*	-5	-15%	0	-3%	15%
COc1ccc(CCCNC(=O)C2CCC(=O)N(Cc3ccccc3F)C2)cc1 (stereo not drawn)	11%	3%	-0.8	.	.	-20%	-6	7%	-4%
O=C(Nc1cccc(Cl)c1)c1ccc2c(c1)OCCO2	24%	4%	0.6	-0.2	3	-13%	2	0%	10%

In the list so far, these contain fluorine.
SMILES	rTrxR1 inhibitor	TrxR1 substrate	TRHR ag	D2 ag	D2 antagonist	USP1 inh	TRHR PAM	Pin1 inhibitor	IDH1 R132H inh
Cc1oc2ncn(CC(C)C)c(=O)c2c1C(=O)N1CCN(c2ccc(F)cc2)CC1	10%	7%	-0.2	0.5	.	-22%	-10	-7%	0%
O=C(CCc1ccccc1)NCCc1csc(-c2cccc(F)c2)n1	7%[57.1 µM]	-3%[57.1 µM]	-0.6	-1.4	.	-34%	-3	-3%	9%
Cc1cccc(-n2c(=O)cc(N3CCN(c4ccc(F)cc4)CC3)[nH]c2=O)c1	?	9%	0.4	0.3	-5	-14%	-4	-2%	8%
Cc1cc(-c2nnc(SCC(=O)Nc3ccc(C(F)(F)F)cc3)n2C)no1	25%	1%	-0.1	-0.1	-6	-23%	-5	-4%	0%
COc1ccc([N+](=O)[O-])c(OC)c1C(=O)NC(=O)Nc1c(F)cc(F)cc1F	10%[57.1 µM]	0%[57.1 µM]	-1.9	-0.3	-11	-7%	3	-8%	6%
COc1ccc(CCCNC(=O)C2CCC(=O)N(Cc3ccccc3F)C2)cc1 (stereo not drawn)	11%	3%	-0.8	.	.	-20%	-6	7%	-4%

The results go on:
SMILES	rTrxR1 inhibitor	TrxR1 substrate	TRHR ag	D2 ag	D2 antagonist	USP1 inh	TRHR PAM	Pin1 inhibitor	IDH1 R132H inh
COc1cc(NC(=O)C(C)N2CCN(C(=O)C3CC3)CC2)cc(OC)c1 (stereo not drawn)	13%	-3%	0.6	0.2	12	-21%	-1	-1%	8%
Cc1ccc(S(=O)(=O)NCCN2CCOCC2)c(C)c1	4%	-1%	0.8	0.7	16	-1%	19	1%	-3%
COCCn1c(CN2CCN(c3ccc(F)cc3)CC2)nc2c1c(=O)n(C)c(=O)n2C	.	.	-1.9	-0.5	-1	.	0	.	.
O=C(NC1CCCC1)C(c1ccc(Cl)cc1)N1CCN(C2CCCCC2)CC1 (stereo not drawn)	18%	0%	0.5	-0.9	-6	-15%	0	-4%	-2%
Cc1ccc(C)c(N2CCN(c3ccc(N4C(=O)COCC4=O)cc3[N+](=O)[O-])CC2)c1	6%	3%	0.0	-0.7	8	-5%	10	-6%	0%
O=S(=O)(Nc1cccc(-c2ccc(N3CCCCCC3)nn2)c1)c1ccccc1Cl	24%[57.1 µM]	5%[57.1 µM]	0.2	-1.0	-4	-9%	4	9%	0%
Cc1ccc(OCC(=O)Nc2ccc(N3CCN(C(=O)c4ccco4)CC3)cc2)c(C)c1	16%[57.1 µM]	10%[0.0914 µM]	-0.2	0.1	3	-3%	-1	-24%	-1%
Cc1cccc(Nc2nc(NC(C)C)nc(Oc3ccc(=O)n(C)n3)n2)c1	2%	-3%	0.0	-1.1	8	-13%	1	1%	7%
COC(=O)c1sc(-c2ccc(Cl)cc2)cc1NC(=O)COCC(=O)O	-13%	-3%	0.5	-1.4	-6	-20%	-3	22%	1%
CCCc1cc(=O)[nH]c(SCC(=O)Nc2ccc(Br)cc2)n1	14%	3%	-0.4	-0.7	-2	-20%	0	-4%	5%
COc1ccc(CCNC(=O)c2ccc(Cl)cc2)cc1	9%	-2%	-1.0	0.1	7	-6%	4	15%	4%
COC(=O)[C@H](C)N(Cc1ccc(Cl)c(Cl)c1)S(=O)(=O)CCN1CCN(c2ccccc2)CC1	6%	5%	.	.	.	-22%	.	8%	14%
CCCCCC(=O)Nc1cccc(C2=NOC3(C2)C[C@@H](C(N)=O)N(C(=O)c2cc([N+](=O)[O-])cc([N+](=O)[O-])c2C)C3)c1 (stereo partly drawn)	7%	-2%	0.3	0.4	-24	6%	-6	1%	0%
CCOC(=O)c1c(S(=O)(=O)NCC(=O)NCc2cccc(C)c2)c(C)n(C)c1C	1%	?	-0.5&-0.7	0.3&0.2	-15	-21%&-9%	1&2	1%&-15%	0%&0%
